Source: PubChem (several laboratories)
LMPTP inh: LMPTP phosphatase inhibitors, primary screen, biochemical, fluorescence intensity, uHTS. inhibition, % at 20 µM. AID 651560, 2012. hit rate 0.22% among 360,000. Low molecular weight phosphotyrosine protein phosphatase (Homo sapiens), P24666. recombinant LMPTP-A, OMFP fluorogenic substrate;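 active means compounds that cut the enzyme signal by at least half of the control window in the single-dose screen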;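 further: plate controls were DMSO wells with enzyme plus substrate for no effect and substrate without enzyme for full effect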
Target sequence (P24666 whole entry, looked up): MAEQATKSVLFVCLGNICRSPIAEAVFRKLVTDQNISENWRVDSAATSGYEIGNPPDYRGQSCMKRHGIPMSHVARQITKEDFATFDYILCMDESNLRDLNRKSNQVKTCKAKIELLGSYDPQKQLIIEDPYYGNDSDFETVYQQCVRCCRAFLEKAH
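Assay system: LMPTP-A enzyme. Input: 0.625 nM LMPTP-A final. Probe or stimulus: 400 µM OMFP. Compound dosing: single 20 µM dose. Schedule: 50 min dark incubation at room temperature. Detection: fluorescence intensity of OMFP turnover product. Read-out: percent inhibition versus substrate-only and uninhibited controls. Benchmarks: no-enzyme low control, uninhibited high control.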
DNMT1 inh: human DNMT1 methyltransferase inhibitors, primary screen, biochemical, molecular beacon, fluorescence, HinP1I cleavage, uHTS. inhibition (reported as % activation of signal), % at 10 µM. hit rate 0.83% among 360,000; in the data active means inhibition above about 50%
Neddylation inh: inhibitors of cullin neddylation, primary screen, biochemical, TR-FRET, uHTS, NAE and Ubc12; NEDD8-conjugating enzyme Ubc12 (Homo sapiens) + NEDD8-activating enzyme E1 regulatory …; calls only at 25 µM; hit rate 0.58% among 360,000; AID 651699, 2012; in the data active means inhibition above about 36%
Target sequence (P61081 whole entry, looked up): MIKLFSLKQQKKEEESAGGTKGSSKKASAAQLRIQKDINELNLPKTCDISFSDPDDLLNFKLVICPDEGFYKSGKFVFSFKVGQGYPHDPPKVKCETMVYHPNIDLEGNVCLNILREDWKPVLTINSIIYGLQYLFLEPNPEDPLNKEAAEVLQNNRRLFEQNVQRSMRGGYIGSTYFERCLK
Target sequence (Q13564 whole entry, looked up): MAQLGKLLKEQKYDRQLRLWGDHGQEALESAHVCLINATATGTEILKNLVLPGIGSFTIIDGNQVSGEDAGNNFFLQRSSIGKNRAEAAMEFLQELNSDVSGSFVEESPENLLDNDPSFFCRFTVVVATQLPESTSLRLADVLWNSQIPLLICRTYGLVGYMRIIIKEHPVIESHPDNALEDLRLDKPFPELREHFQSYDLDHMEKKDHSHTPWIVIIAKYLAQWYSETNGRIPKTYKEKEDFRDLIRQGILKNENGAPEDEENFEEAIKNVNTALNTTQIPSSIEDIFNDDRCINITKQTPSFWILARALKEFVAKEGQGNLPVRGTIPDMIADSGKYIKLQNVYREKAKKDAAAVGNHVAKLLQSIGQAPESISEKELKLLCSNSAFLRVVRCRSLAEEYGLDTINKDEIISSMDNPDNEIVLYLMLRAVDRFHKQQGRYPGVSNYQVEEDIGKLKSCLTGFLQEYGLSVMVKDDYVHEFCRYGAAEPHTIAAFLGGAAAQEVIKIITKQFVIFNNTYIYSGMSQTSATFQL
CSN deneddyl inh: inhibitors of CSN-mediated cullin deneddylation, primary screen, biochemical, fluorescence polarization, uHTS | AID 651999, 2013 | hit rate 0.38% among 360,000 | COP9 signalosome complex subunit 5 (Homo sapiens), Q92905 | Purified CSN, SCF-Nedd8-OG deneddylation | inhibition, % at 12.5 µM;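 active means pattern-corrected inhibition above about 35%, with an unprinted fluorescence ratio check between 0.5 and 1.5, limit read from the data, passing the limit was not always enough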;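 further: 0% = enzyme with substrate and 100% = substrate without enzyme; some results filed as inactive read as strong as hits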
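Assay system: purified human Csn5 enzyme expressed in HEK293T cells; measure: % inhibition; also added: SCFSkp2-Nedd8OG substrate at 10 nM final; technique: fluorescence polarization; times: reaction 90 min, room temperature; medium: Tris buffer pH 7.5, NaCl, DTT, Tween-20, trehalose, ovalbumin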
NadD inh: inhibitors of S. aureus NadD, primary screen, biochemical, colorimetric, uHTS; Nicotinate-nucleotide adenylyltransferase NadD (Staphylococcus aureus N315); purified NadD enzyme, colorimetric absorbance read-out; inhibition, % at 20 µM; hit rate 0.78% among 360,000; in the data active means inhibition above about 26%; further: some compounds past the cut are filed as inactive
STEP block: STEP phosphatase inhibitors, primary screen, biochemical, fluorescence intensity, uHTS. AID 588621, 2011. recombinant STEP, OMFP fluorogenic substrate. inhibition, % at 20 µM. hit rate 0.25% among 360,000;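 active means inhibition at 20 µM, scaled per plate between control wells, above about 37%, limit read from the data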;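 further: 0% = DMSO with enzyme and substrate and 100% = substrate only without enzyme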
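material = STEP tyrosine phosphatase | reagent = fluorogenic phosphatase substrate OMFP at 25 µM final | doses = single compound dose of 20 µM, 1% DMSO final | schedule = 20 min reaction, room temperature, in the dark | measured by = fluorescence, 480/540 nm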
SUMO1-SIM PPI: modulators of SUMO1 protein-protein interactions, primary screen, biochemical, uHTS; SUMO1 binding to a labelled peptide, TR-FRET, 1 h; inhibition, % at 20 µM; hit rate 0.33% among 360,000; Small ubiquitin-related modifier 1 (Homo sapiens), P63165; in the data active means inhibition above about 37%
Target sequence (P63165 whole entry, looked up): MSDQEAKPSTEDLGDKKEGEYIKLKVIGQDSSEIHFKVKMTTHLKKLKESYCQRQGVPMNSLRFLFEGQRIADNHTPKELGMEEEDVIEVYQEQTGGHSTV
Rpn11 block: Rpn11 (PSMD14) deubiquitinase inhibitors, primary screen, biochemical, fluorescence polarization, uHTS | hit rate 0.59% among 360,000 | human 26S proteasome, Ub4-pepOG fluorescence polarization; 20S core pre-blocked with epoxomicin | 26S proteasome non-ATPase regulatory subunit 14 (Homo sapiens), O00487 | calls only at 20 µM;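 active means inhibition at 20 µM, scaled to each plate's controls, above about 33%, limit read from the data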
Scp-1 inhibitor: Scp-1 phosphatase inhibitors, primary screen, biochemical, colorimetric, uHTS. AID 493091, 2011. inhibition, % at 20 µM. hit rate 0.88% among 340,000. Recombinant Scp1, phosphopeptide, malachite green phosphate absorbance;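 active means inhibition above about 50% at 20 µM, limit read from the data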;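 further: plate controls were DMSO wells with enzyme for no effect and wells lacking enzyme for full effect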
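Material: truncated SCP-1 phosphatase (76-261aa) / Buffer or medium: 50 mM Tris acetate pH 5.5, 0.005% Tween-20, 10 mM MgCl2 / Compound dosing: one concentration, 20 µM, with 1.0% DMSO / Incubation: 45 min room-temperature reaction, 5 min colour, 30 min stabiliser / Detection: colorimetric free-phosphate detection, absorbance 630 nm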
Rin1-Abl PPI inh: inhibitors of Rin1-Abl protein binding, primary screen, biochemical, TR-FRET | Tyrosine-protein kinase ABL1 (Homo sapiens) + Ras and Rab interactor 1 (Homo sapiens), … | hit rate 0.4% among 360,000 | inhibition, % at 7.35 µM; in the data active means inhibition above about 5%, passing the limit was not always enough
Numbers without * were called inactive; i = inactive; . = no result given; + = active, no number.

SMILES	LMPTP inh	DNMT1 inh	Neddylation inh	CSN deneddyl inh	NadD inh	STEP block	SUMO1-SIM PPI	Rpn11 block	Scp-1 inhibitor	Rin1-Abl PPI inh
CCCc1ccc2oc(C(=O)N3CCN(CCC(N)=O)CC3)c(C)c2c1	0.4	3	i	-1	-3	2	6	i	-9	1
CC(=O)Nc1ccc(S(=O)(=O)N2CCC(C(=O)O)CC2)cc1	0.1	2	i	-5	1	4	0	i	-5	2
CCOC(=O)c1sc(=S)n(-c2ccccc2)c1SC	0.4	0	i	3	-1	1	-16	i	-6	-3
Cc1cc(C)nc(N(C#N)Cc2ccccc2Cl)n1	-0.1	2	i	-4	2	1	1	i	-9	0
CC(O)(c1cccc(F)c1)c1nc(-c2ccncc2)cs1 (centres undefined)	-0.3	-2	i	-3	1	-3	2	i	.	0
CC(C)=CCC[C@](C)(OC1OC(COC2OCC(O)C(O)C2O)C(O)C(O)C1O)C1CC[C@]2(C)C1C(O)CC1[C@@]3(C)CCC(O[C@@H]4O[C@H](CO)C(O)C(O)C4O[C@@H]4OC(CO)C(O)C(O)C4O)C(C)(C)C3CC[C@]12C (some centres undefined)	-0.8	-6	i	-7	-10	-1	3	i	-8	1
COc1ccc(CNC(=O)/C=C/c2ccc(OCCCF)cc2)cc1OC	-0.3	-3	i	-3	-4	-2	-12	i	-5	1
O=C(Cn1c2ccc(F)cc2c2nc3n(c(=O)c21)CCS3)NC1CCCC1	-0.2	-1	i	2	-2	-1	-13	i	-5	1
O=C(NCC(=O)N(Cc1ccco1)C(C(=O)NC1CCCC1)c1cccnc1)c1ccco1 (centres undefined)	-1.7	-2	i	-3	7	-2	1	i	-4	-2
COc1ccc(CC(N)c2csc(NC(=O)Nc3ccc(OC)cc3)n2)cc1 (centres undefined)	-0.5	-18	i	0	15	1	-13	i	.	0
CCCN(CC1CC1)C(=S)Nc1ccc(Oc2ccccc2)cc1	1.5	-4	i	0	-4	4	10	i	-1	0
CC(=NNC(=S)SCc1ccccc1)c1ccccn1	0.5	14	i	0	6	0	-10	i	-5	-1
CCCCCCn1c(NCC)nc2c1c(=O)n(C)c(=O)n2C	2.6	-1	i	0	3	5	12	i	-12	0
Cc1cc(C)nc(SCCc2ccncc2)n1	0.0	-1	i	4	-2	-5	3	i	-5	-3
COc1cc(C(=O)N(Cc2ccc(C)o2)C2CCS(=O)(=O)C2)cc(OC)c1OC (centres undefined)	-1.1	-1	i	-4	3	1	7	i	-8	-4
COc1ccc(C=NNC(=O)NN=Cc2ccc(OC)c(OC)c2)cc1OC	0.8	1	i	-6	5	0	-12	i	1	-3
Cc1noc(C)c1C(=O)N(CC(=O)Nc1ccccc1Br)Cc1ccco1	-2.1	4	i	4	-3	4	0	i	-8	-1
Cc1cnc(NC(=O)Cc2ccccc2F)s1	0.8	0	i	1	-5	-2	2	i	-4	2
COc1cc(OC)c(NC(=O)C2CCN(S(=O)(=O)c3ccc4c(c3)CC(C)N4C(C)=O)CC2)cc1Cl (centres undefined)	0.7	-6	i	-1	-4	-1	13	i	11	0
Cc1cc2nnc(SCC(=O)NCC(c3ccccc3)N(C)C)n2c2ccccc12 (centres undefined)	-0.2	3	i	1	-10	0	0	i	-8	2
COc1cccc(CNc2nc3cc(-c4cnn(Cc5ccccc5)c4)sc3c(=O)n2C)c1	3.2	-9	i	-5	3	-2	-14	i	.	-14
O=C(/C=C/c1cccc([N+](=O)[O-])c1)N1CCOCC1	-0.5	0	i	-10	-3	2	-17	i	-3	-7
O=c1[nH]c2cc(Br)cnc2nc1/C=C(\O)c1ccc(F)cc1	-0.7	3	i	4	2	1	-1	i	-9	-4
O=C(CC1C(=O)NCCN1Cc1cccc(C(F)(F)F)c1)NCCCOc1cccnc1 (centres undefined)	-1.4	-4	i	-3	1	-2	7	i	-5	1
CCNCC(O)COCC(O)CNCC (centres undefined)	-9.9	1	i	-2	4	3	7	i	-4	1
COc1ccccc1C(=O)Oc1ccccc1C(=O)Nc1ccccc1	-1.0	4	i	4	0	-1	0	i	-14	2
CSc1nc(-c2ccccc2F)c(C#N)c(=O)n1C	0.5	3	i	-10	-5	-3	0	i	3	3
Cc1ccc(S(=O)(=O)N2CCN(C)CC2)c2nsnc12	-0.4	-1	i	2	0	1	-30	i	-4	-1
O=S(=O)(CCN1CCN(C(c2ccccc2)c2ccccc2)CC1)C(F)(F)F	-0.3	0	i	3	-7	0	-3	i	-3	0
Cc1c(CCO)c(=O)n(C)n1C(=O)c1ccc(Cl)cc1	-0.4	0	i	0	2	-6	5	i	-2	-2

7 compounds from above, sorted by number of heavy atoms, rising.
SMILES	LMPTP inh	DNMT1 inh	Neddylation inh	CSN deneddyl inh	NadD inh	STEP block	SUMO1-SIM PPI	Rpn11 block	Scp-1 inhibitor	Rin1-Abl PPI inh
O=C(/C=C/c1cccc([N+](=O)[O-])c1)N1CCOCC1	-0.5	0	i	-10	-3	2	-17	i	-3	-7
Cc1c(CCO)c(=O)n(C)n1C(=O)c1ccc(Cl)cc1	-0.4	0	i	0	2	-6	5	i	-2	-2
O=c1[nH]c2cc(Br)cnc2nc1/C=C(\O)c1ccc(F)cc1	-0.7	3	i	4	2	1	-1	i	-9	-4
COc1ccccc1C(=O)Oc1ccccc1C(=O)Nc1ccccc1	-1.0	4	i	4	0	-1	0	i	-14	2
O=S(=O)(CCN1CCN(C(c2ccccc2)c2ccccc2)CC1)C(F)(F)F	-0.3	0	i	3	-7	0	-3	i	-3	0
O=C(CC1C(=O)NCCN1Cc1cccc(C(F)(F)F)c1)NCCCOc1cccnc1 (centres undefined)	-1.4	-4	i	-3	1	-2	7	i	-5	1
COc1cccc(CNc2nc3cc(-c4cnn(Cc5ccccc5)c4)sc3c(=O)n2C)c1	3.2	-9	i	-5	3	-2	-14	i	.	-14

Additional results.
SMILES	LMPTP inh	DNMT1 inh	Neddylation inh	CSN deneddyl inh	NadD inh	STEP block	SUMO1-SIM PPI	Rpn11 block	Scp-1 inhibitor	Rin1-Abl PPI inh
Cc1ccc(N2C(=O)c3n[nH]c(C)c3C2c2ccco2)cc1 (centres undefined)	-0.5	4	i	0	3	-1	-2	i	0	-2
COc1ccc(NC(=O)N(CCN2CCCC2)Cc2cc3cc(OC)c(OC)cc3[nH]c2=O)cc1	3.0	-7	i	0	2	3	9	i	1	5
COc1ccc(/C(C)=N/NC(=O)Cn2nc([N+](=O)[O-])cc2C)cc1	0.0	0	i	-1	-4	-3	-12	i	-4	1
NC(=O)CC(NC(=O)Cc1cccc2ccccc12)c1ccc(N2CCC(Cc3ccccc3)CC2)c([N+](=O)[O-])c1 (centres undefined)	1.0	17	i	-1	19	0	0	i	2	3
c1cc(-n2cnnn2)ccc1NC1=NCCC1	0.6	0	i	3	-5	0	1	i	0	1
CCCn1nnc(NC(=O)/C=C/c2ccccc2)n1	-2.7	3	i	-6	1	2	-4	i	-4	1
Cc1cc(C)c(NC(=O)C(=O)NCc2ccco2)c(C)c1	-0.4	-1	i	-1	7	-8	0	i	-3	3
O=C(CCc1nnc(-c2ccc3c(c2)OCO3)o1)NC(c1cccnc1)C(F)(F)F (centres undefined)	0.5	-2	i	0	-4	-2	-4	i	-5	3
Nc1nc(SCC(=O)Nc2cccc([N+](=O)[O-])c2)n[nH]1	-1.1	1	i	0	0	-2	-30	i	-7	3
COc1ccccc1NC(=O)CCCC(=O)OCC(=O)c1ccc(F)cc1	0.1	3	i	-1	-8	-2	-5	i	-12	5
CCc1ccccc1NS(=O)(=O)c1ccc(OC)c2ncccc12	0.1	1	i	1	7	-2	-3	i	-2	1
COC(=O)[C@]1(C)CCC[C@@]2(C)C3CC[C@@]4(C)C[C@]3(CCC21)CC4=NO (some centres undefined)	-37	-8	i	0	-4	0	7	i	-2	2
O=C(Cc1ccc(Cl)cc1)Nc1ccc(S(=O)(=O)N2CCOCC2)cc1	0.8	-2	i	2	1	-3	2	i	-5	1
O=[N+]([O-])c1ccc(CNc2ccc(Cl)cc2)s1	1.2	-1	i	1	4	0	-24	i	-10	-2
COC(=O)COc1ccc2cccc(-n3cnnn3)c2c1	-2.0	0	i	-4	-3	-2	-2	i	-2	0
COc1ccc(CN2CCc3c([nH]c4ccccc34)C2)cc1Br	2.3	-5	+	5	-3	1	-8	i	-8	-1
COC(=O)c1ccc(NC(=O)Nc2ccc(OC)cc2)cc1	-0.2	1	i	6	-2	0	-3	i	-5	5
O=C(Nc1ccc2ncccc2c1)c1ccccc1Cl	-2.5	3	i	-3	17	-4	-1	i	57*	-4
O=C(NCCOc1ccccc1F)C1CCC(=O)N(CC2CCCCC2)C1 (centres undefined)	1.4	0	i	-1	-4	-1	-3	i	0	-4
O=C(NC(=S)NCc1ccccc1)c1cccc(Cl)c1	1.6	-9	i	-3	-10	3	5	i	-8	2
Cc1nc(C#N)c(NCc2ccc3c(c2)OCO3)o1	-0.4	-1	i	1	-2	0	2	i	18	1
